KDM5B inh = KDM5B demethylase inhibition; 220,000 tested, 2.6% active; Q9UGL1; KDM5B demethylase, FDH-coupled NADH fluorescence (FDH is formaldehyde dehydrogenase); AID 1347165; Potency, µM (titrated, usually from 57.7 µM), without a hit: at the top dose activity change, negative = inhibition, usual class: inhibitors; active = well fitted inhibition curve with a large enough effect; inconclusive = small, poorly fitted or top-dose-only effect; inactive = no such curve, though single readings can be large or run the other way; note: 0% is about no effect; nearly all actives have a fitted effect of over 70% in size
Target sequence (Q9UGL1 whole entry, looked up): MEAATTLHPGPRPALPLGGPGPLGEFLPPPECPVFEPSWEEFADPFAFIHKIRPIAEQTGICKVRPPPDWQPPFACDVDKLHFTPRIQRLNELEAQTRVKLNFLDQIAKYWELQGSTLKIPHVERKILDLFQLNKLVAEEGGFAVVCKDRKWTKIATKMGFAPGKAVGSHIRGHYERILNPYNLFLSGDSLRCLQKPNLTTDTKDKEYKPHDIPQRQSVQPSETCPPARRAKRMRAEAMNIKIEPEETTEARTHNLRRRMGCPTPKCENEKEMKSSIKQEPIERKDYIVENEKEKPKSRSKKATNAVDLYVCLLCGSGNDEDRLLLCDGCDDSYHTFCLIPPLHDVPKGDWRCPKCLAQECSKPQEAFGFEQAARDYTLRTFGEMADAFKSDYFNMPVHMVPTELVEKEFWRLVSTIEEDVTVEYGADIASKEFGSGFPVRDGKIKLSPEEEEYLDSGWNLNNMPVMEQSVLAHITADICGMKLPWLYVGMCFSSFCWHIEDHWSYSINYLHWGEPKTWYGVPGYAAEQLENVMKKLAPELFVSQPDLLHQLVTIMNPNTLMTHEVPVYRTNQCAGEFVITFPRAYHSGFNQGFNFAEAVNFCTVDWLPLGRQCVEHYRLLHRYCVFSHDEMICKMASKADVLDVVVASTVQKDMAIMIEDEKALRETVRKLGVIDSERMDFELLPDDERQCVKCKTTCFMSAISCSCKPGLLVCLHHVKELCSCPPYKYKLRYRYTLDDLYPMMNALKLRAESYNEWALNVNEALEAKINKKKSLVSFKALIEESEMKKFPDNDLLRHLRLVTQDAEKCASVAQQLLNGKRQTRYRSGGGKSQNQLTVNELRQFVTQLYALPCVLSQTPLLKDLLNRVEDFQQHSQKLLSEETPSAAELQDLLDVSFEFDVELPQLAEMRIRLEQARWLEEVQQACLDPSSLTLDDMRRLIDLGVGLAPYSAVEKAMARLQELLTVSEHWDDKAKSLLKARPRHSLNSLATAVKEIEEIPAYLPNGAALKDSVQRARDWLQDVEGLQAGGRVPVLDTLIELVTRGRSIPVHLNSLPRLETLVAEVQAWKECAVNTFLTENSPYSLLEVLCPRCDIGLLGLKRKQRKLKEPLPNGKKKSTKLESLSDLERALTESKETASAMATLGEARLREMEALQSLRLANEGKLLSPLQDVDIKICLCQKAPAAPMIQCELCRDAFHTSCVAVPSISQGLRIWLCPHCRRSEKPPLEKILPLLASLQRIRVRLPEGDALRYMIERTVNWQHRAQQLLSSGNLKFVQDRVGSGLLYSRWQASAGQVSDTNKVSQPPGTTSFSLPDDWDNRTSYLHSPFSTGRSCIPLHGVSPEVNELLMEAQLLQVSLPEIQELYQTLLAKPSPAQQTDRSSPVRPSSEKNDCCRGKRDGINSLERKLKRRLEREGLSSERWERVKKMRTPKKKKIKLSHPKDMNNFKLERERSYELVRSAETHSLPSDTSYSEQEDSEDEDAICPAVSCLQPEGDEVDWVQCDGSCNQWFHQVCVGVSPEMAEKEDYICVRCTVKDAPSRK
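Here, H3K4me3 peptide (12.5 µM in substrate mix) is demethylated by KDM5BΔAP, 200 nM final, after 10 min compound exposure. Formaldehyde product is coupled through FDH (0.25 U/mL in mix) to NADH fluorescence; 30-min ΔRFU feeds dose-response curves.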
Starred values were filed as active, the others as inactive; i = inactive; ? = inconclusive; [ ] = dose if it differs, or a comment. Potency is the fitted concentration of half-maximal effect.

Structure	KDM5B inh
Cn1cc(C(C(=O)O)N2CCN(c3ncccn3)CC2)c2ccc(C(=O)O)cc21 (stereo not drawn)	?
O=S(=O)(NCCc1cn2ccsc2n1)c1ccc(Cl)cc1	-21.3%
CC(C)N1C(=O)S/C(=C\c2cc(Br)ccc2OCc2ccc(C(=O)O)cc2)C1=O	-20.9%
CCOc1ccc(NC(=O)c2cc3n(n2)CC(c2ccc4c(c2)OCO4)OC3)cc1 (stereo not drawn)	?
Cc1ccc(Cc2cnc(NC(=O)c3ccc4c(c3)CC(c3ccccc3)OC4=O)s2)cc1 (stereo not drawn)	6.4%
O=C1[C@@H]2C[C@@H](CN2Cc2ccc(Cl)cc2)Oc2ccccc2N1CC1CC1	-12.9%[86.2 µM]
O=C(OCc1ccccc1)c1ccc2nccnc2c1	8.3%
COC[C@@H]1CN(Cc2cnn(C)c2C)C[C@H]1C(=O)NC1CC1	11.7%
COc1ccc(NC(=O)c2ccc3c(SCC(=O)O)c4c(nc3c2)CCC4)c(OC)c1	?
Cc1nc(/C=C/C(=O)N(CCc2ccccc2)Cc2cccs2)cs1	-11.8%
Cc1ccc(C)c(COC(=O)Cn2cnc3c2c(=O)n(C)c(=O)n3C)c1	9.2%
OC(CNCC1(c2ccccc2)CCCC1)COc1ccccc1 (stereo not drawn)	-23.2%

Going on with the list.
Structure	KDM5B inh
Cc1ccc(-c2noc(CN(C3CCCCC3)S(=O)(=O)c3ccc(Cl)cc3)n2)cc1	-4.8%
Cc1ccc(NC(=O)Cn2c(=O)n(Cc3ccc4c(c3)OCO4)c(=O)c3ccccc32)cc1	-16.8%
O=[N+]([O-])c1ccc(Sc2ccccn2)nc1	-3.4%
COc1ccc(C(=O)N2C[C@@H]3CCCN4CCC[C@@H]([C@H]34)[C@H]2CCCC(=O)N2CCOCC2)cc1	6.1%
CCn1c(NC(=O)c2oc3ccccc3c2CSC)nc2ccccc21	?
COc1ccc(S(=O)(=O)NCc2csc(C)n2)cc1OC	13.6%
Cc1ccc(CNC(=O)c2nc(SCc3cccc(C)c3)ncc2Cl)cc1	2.3%
Cc1nn(CC(=O)NCCOc2ccccc2)c(=O)c2ccccc12	1.9%
Cc1cc(OCC(=O)N2CCN(c3ncccn3)CC2)ccc1Cl	-13.2%
COC[C@@H]1CN(C(=O)c2nn(C)c3ccccc23)C[C@H]1c1nc(C)no1	25.3%
COc1ccc(OC)c(NC(=O)CN2C(=O)NC3(CCS(=O)(=O)CC3)C2=O)c1	-0.3%
O=C(NCCc1csc2nc(-c3ccccc3F)nn12)c1ccccc1C(F)(F)F	-9.2%

New compounds follow:
Structure	KDM5B inh
Cc1ccc(Nc2nc(NC3CCCC3)nc3c2cnn3C)cc1C	?
CCOc1ccccc1CNC(=O)C1CCN(c2nn3cc(-c4ccc(F)cc4)nc3s2)CC1	-10.3%
CN(C)C(CNC(=O)C1CCN(S(=O)(=O)c2ccc(Cl)cc2)CC1)c1ccccc1 (stereo not drawn)	-2.5%
CCN1C(=O)CCN(C(=O)Nc2ccccc2F)CC12CCOCC2	-1.4%
COc1ccccc1OCCCN1CC[C@@](C)(O)[C@@H](O)C1	-6.6%
CCN(CC)CCCNc1oc(-c2ccc([N+](=O)[O-])cc2)nc1C#N	-23.3%
CCC(C(=O)NCc1cc(OC)ccc1OC)n1nc(C)c2sc3ccccc3c2c1=O (stereo not drawn)	8.7%
CCn1c2ccccc2c2cc(NC(=O)COc3cc(C)c(Cl)c(C)c3)ccc21	-10.5%
COc1ccc(C(=O)NCc2nnc3ccc(-c4ccc(C)cc4)nn23)c(C)c1	28.2µM*
Cc1ccc(-c2ccc3nnc(CNC(=O)c4ccc[nH]4)n3n2)cc1C	-36.2%
CC(OC(=O)c1cc(S(=O)(=O)N(C)C)ccc1N1CCCC1)C(=O)NC1CCCC1 (stereo not drawn)	-1.0%
CC(C)(C)c1ccc(/C=N/NC(=O)Cc2ccccc2)cc1	1.9%

Further records:
Structure	KDM5B inh
CCC(=O)N(C1CCOCC1)C1CCN(S(=O)(=O)c2ccc(Cl)cc2C)CC1	21.7%
c1ccc(-c2noc(-c3ccn4c(CN5CCc6ccccc6C5)nnc4c3)n2)cc1	31.6µM*
Cc1ccc(CC(=O)NC2CCCCC2C)cc1 (stereo not drawn)	28.4%
CCN1c2cc(C(=O)NCc3ccccc3C(F)(F)F)ccc2C(=O)N2CCCCCC21 (stereo not drawn)	?
CC(C)C(=O)Nc1cccc(NC(=O)C2(c3ccccc3)CCCC2)c1	12.4%
O=C(CN1CCCC(C(F)(F)F)C1)Nc1cccc2ncccc12 (stereo not drawn)	-7.2%
O=C(NCCn1c(-c2ccccc2)nc2ccccc21)NCc1ccccc1	-25.5%
Cc1ncc2c(c1CNC(=O)c1ccccc1F)CCN(C(=O)Cc1cccc(F)c1)C2	-2.6%
CCCn1nc(C(=O)OCCOc2ccc(OC)cc2)c2ccccc2c1=O	-13.2%
O=C(Cc1cccc(F)c1)Nc1ccc2ncnc(N3CCCCC3)c2c1	?
CC(C)c1noc(C(C)Sc2n[nH]c(-c3ccccc3F)n2)n1 (stereo not drawn)	2.8%
COc1ccc(-n2c(=O)c3c(c4cc(OC)ccc4n3C)n(CCC(C)C)c2=O)cc1	?

Laid out differently: entries from further up
KDM5B inh	Molecule
28.4%	Cc1ccc(CC(=O)NC2CCCCC2C)cc1 (stereo not drawn)
12.4%	CC(C)C(=O)Nc1cccc(NC(=O)C2(c3ccccc3)CCCC2)c1

New compounds follow:
Structure	KDM5B inh
Cc1ccc(-c2nc3ccccc3o2)cc1NC(=O)c1cccs1	?
CCOc1ccccc1C(=O)N(Cc1c(F)cccc1Cl)c1ccccn1	-0.6%
CCOc1cccc(CC(=O)Nc2ccc3nc(N4CCCCC4)cc(C)c3c2)c1OCC	?
CCNC(=O)NC1(CCOC)CCN(C(=O)c2ccoc2)CC1	2.8%
CC(Nc1ccc2c(c1)OCCCO2)c1nc2scc(-c3cccs3)c2c(=O)[nH]1 (stereo not drawn)	-10.0%
O=C(CCc1c(-c2ccc(F)cc2)[nH]c2ccccc12)N1CCCC1	?
O=C(O)C(=O)CCc1cccs1	8.4%
COc1ccc(CN2CCC3(CC2)OC(=O)N(Cc2ccccc2C#N)C3(C)c2ccccc2)cc1O (stereo not drawn)	0.4%
CSc1cccc(NC(=O)Cn2nc3n(c2=O)CCCCC3)c1	-25.9%
COc1ccc2c(C)c(CCC(=O)N3CCCC3)c(=O)oc2c1	i
CCc1ccc(-n2c(Cc3ccccc3)nnc2SCc2nc(-c3cccs3)no2)cc1	?
O=C(CCNS(=O)(=O)c1ccc2c(c1)CCN2C(=O)C1CC1)N1CCN(c2ccc(F)cc2)CC1	?

The closing six records of the section above open the next one.
Structure	KDM5B inh
O=C(O)C(=O)CCc1cccs1	8.4%
COc1ccc(CN2CCC3(CC2)OC(=O)N(Cc2ccccc2C#N)C3(C)c2ccccc2)cc1O (stereo not drawn)	0.4%
CSc1cccc(NC(=O)Cn2nc3n(c2=O)CCCCC3)c1	-25.9%
COc1ccc2c(C)c(CCC(=O)N3CCCC3)c(=O)oc2c1	i
CCc1ccc(-n2c(Cc3ccccc3)nnc2SCc2nc(-c3cccs3)no2)cc1	?
O=C(CCNS(=O)(=O)c1ccc2c(c1)CCN2C(=O)C1CC1)N1CCN(c2ccc(F)cc2)CC1	?
CC(C)NC(=O)N1C[C@@H](Oc2ccccc2)C[C@@H]1C(=O)N1CCOCC1	-12.0%
CCOc1cccc2c1Oc1nc(-c3cc(OC)ccc3OC)[nH]c(=O)c1C2	?
CCOc1ccc(CN2CCN(c3ncnc4[nH]ccc34)CC2CCO)cc1 (stereo not drawn)	7.7%
CCc1ccc(C(=O)NCc2nnc3cc(-c4nc(C(C)C)no4)ccn23)cc1	i
CC1(C)O[C@H]2[C@@H](O1)[C@@H](C(=O)Nc1ccccc1O)O[C@@H]1OC(C)(C)O[C@@H]12	-5.9%
CCC(Cn1cnc(-c2ccccc2)c1-c1ccc(C#N)cc1)N1CCN(C)CC1 (stereo not drawn)	?
COCc1ccc2c(c1)c(OC(C)(C)C(=O)NCCc1ccccn1)nn2Cc1ccccc1	?
O=C(NCCc1ccccc1Cl)c1ccc2c(=O)n(-c3ccccc3)c(=O)[nH]c2c1	-23.8%
COc1cc(F)ccc1-c1ccnc2nc(C3CCCO3)nn12 (stereo not drawn)	28.2µM*
CCOc1ccc(NC(=O)Cn2ccn3nc(-c4ccc(OC)c(OC)c4)cc3c2=O)cc1	-29.1%
CC(=O)N1CCN(C(=O)CSc2cc(C)c3cccc(C)c3n2)CC1	17.0%
CN1CCCC2(CC1)CCN(C(=O)c1c3c(nn1C)CCCC3)CC2	-29.9%

(cont.)
Structure	KDM5B inh
COc1ccc(C(=O)N2CCCC(c3nc(-c4ccccc4)no3)CCNC(=O)CC2)c(OC)c1 (stereo not drawn)	8.3%
CCC(=O)N1CCc2cc(S(=O)(=O)CCC(=O)Nc3ccc(Cl)c(C(F)(F)F)c3)ccc21	-5.2%
CCCS(=O)(=O)N1CCCC1C(=O)NC1CCCC1 (stereo not drawn)	?
O=C1CC2(CCN(C(=O)c3ccc(CSc4ccccc4)o3)C2)C(=O)N1 (stereo not drawn)	29.8%
Cc1nnc2n1CCC(N(C)C(=O)NCCc1ccccc1)CC2 (stereo not drawn)	-23.5%
O=C(NCCc1noc(-c2ccccc2)n1)c1ccc(Cl)s1	-14.2%
Cc1ccc(C)c(S(=O)(=O)NCc2ccccc2S(=O)(=O)N2CCCCC2)c1	8.4%
O=C(NC(=O)c1ccccc1)Nc1ccc(Cl)cn1	19.0%
O=C(N1CCCC1)C1(CCO)CCN(c2ncccn2)C1 (stereo not drawn)	28.2µM*
Cc1ccc(NC(=O)C2CC2)cc1NC(=O)C1(C)CC1(Cl)Cl (stereo not drawn)	6.7%
COc1ccc(C(=O)N2CC[C@H]3NC(=O)N(c4ccc(C(C)C)cc4)C(=O)[C@H]32)cc1	10.0%[86.2 µM]
CN(Cc1nc2c(s1)CCCC2)C(=O)CN1C(=O)CSc2ccccc21	-2.7%

(continued)
Structure	KDM5B inh
CCOc1ccc(NC(C)(CC)c2nnnn2-c2c(C)cccc2C)cc1 (stereo not drawn)	8.5%
OCc1cccc(-c2ccc3ncc(Nc4ccc(OCCN5CCCC5)cc4)n3n2)c1	-20.1%[86.2 µM]
COC(=O)[C@H](Cc1ccc(OC)cc1)NC(=O)[C@H]1CN(S(=O)(=O)c2ccccc2)CCN1C(C)=O	-12.5%
O=C(c1ccncc1)N1CCC(Nc2cccnc2)C1 (stereo not drawn)	?
COc1ccc(COC(=O)C2CCN(S(=O)(=O)c3c(Cl)cccc3Cl)CC2)cc1F	14.2%
Cc1ccc(NNC(=O)c2c(C)noc2C)cc1Cl	11.2%
CCc1ccc(NC(=O)CCS(=O)(=O)c2ccc3c(c2)n(C)c(=O)c(=O)n3C)cc1	?
COC(=O)CNC(=O)c1ccc(COC(C)=O)cc1	-2.4%
Cc1cn2nc(C(=O)NCc3ccc(C(C)C)cc3)cc2c(N2CCCC2)n1	35.5µM*
O=C(c1cc2cc(Cl)ccc2[nH]1)N1C[C@@H](CO)[C@H](c2ccccn2)C1	?
CSc1ncc(Cl)c(C(=O)Nc2c(C(=O)Nc3cccc(Cl)c3)oc3ccccc23)n1	-16.2%
COc1ccc(NC(=O)C2CN(S(C)(=O)=O)CC23CCCCC3)c(C)c1 (stereo not drawn)	-10.7%

(further entries)
Structure	KDM5B inh
O=C(COc1cc(F)ccc1[N+](=O)[O-])Nc1ccc2c(c1)CCC2	-8.7%
CC(=O)N1Cc2ccccc2CC2(CCCCN2Cc2ccncc2)C1 (stereo not drawn)	-20.2%[115 µM]
O=C(C[C@@H]1CCNC[C@@H]1Cc1cc(CC2CCCCC2)on1)NC1CC1	23.4%[86.2 µM]
COc1ccc(-c2nc(SC(CC(=O)NCc3ccco3)c3ccccc3)n[nH]2)cc1 (stereo not drawn)	4.0%
COc1ccc(C(=O)N2CCCn3cc(-c4ccccc4)nc32)cn1	-11.1%
Cc1cc(=O)oc2cc(OCCC(C)C)ccc12	?
Cc1cc(=O)c(C(=O)Nc2nnc(C(C)C)s2)nn1-c1ccccc1F	-2.7%
COCCc1nncn1C1CCN(C(=O)c2ccc(C)c(C)c2)CC1	-8.3%
CC(C)CC(CNC(=O)c1nn(-c2ccccc2)c(=O)c2ccccc12)N1CCOCC1 (stereo not drawn)	20.9%
O=C(COc1c(F)c(F)c(F)c(F)c1F)N1CCC(c2nc3ccccc3o2)CC1	10.9%
CCN(CCCNC(=O)Cn1nc(Cc2ccncc2)c2ccccc2c1=O)c1cccc(C)c1	-2.6%
CCC(CC)C(=O)Nc1cccc(-c2nc3cccnc3s2)c1	?

The list continues:
Structure	KDM5B inh
CC(=O)c1c(Cl)nc2ccc(Cl)cc2c1-c1ccccc1	15.8%
CCC1=C(c2ccc(C)cc2)S(=O)(=O)N=C1N1CCC(C(=O)NCc2ccc(N(C)C)cc2)CC1	?
Cc1cc(C(=O)O)c(C)s1	22.7%
O=S(=O)(Nc1nc2ccccc2nc1NCC1CCCO1)c1cccc(Cl)c1 (stereo not drawn)	?
COc1ccccc1-c1nc(CSc2nc(C)cc(=O)[nH]2)c(C)o1	11.1%
O=C(Cn1cc(C(F)(F)F)cc(Cl)c1=O)Nc1cc(C(F)(F)F)ccc1Cl	-1.6%
Cc1ccc(Cl)cc1N(CC(=O)N1CCCC1)S(=O)(=O)c1ccccc1	0.3%
Cc1ccc(NC(=O)N2CCc3c(sc4c3CCCC4)C2c2ccccc2)cc1F (stereo not drawn)	-16.1%

Compound activity (PubChem BioAssay)

This is a subset, so the mix of outcomes need not match the whole.
